DRD3 agonist: qHTS of D3 Dopamine Receptor Agonist: qHTS; D(3) dopamine receptor (Homo sapiens), P35462; AID 652048, 2013; max activation, %; D3R DiscoveRx beta-arrestin cells, luminescence, 90 min; 410,000 tested, 0.58% active; in the data active = max activation above about 30%; also: 0% is about no effect; mostly tested at two doses, the higher about 12 µM
Target sequence (P35462 whole entry, looked up): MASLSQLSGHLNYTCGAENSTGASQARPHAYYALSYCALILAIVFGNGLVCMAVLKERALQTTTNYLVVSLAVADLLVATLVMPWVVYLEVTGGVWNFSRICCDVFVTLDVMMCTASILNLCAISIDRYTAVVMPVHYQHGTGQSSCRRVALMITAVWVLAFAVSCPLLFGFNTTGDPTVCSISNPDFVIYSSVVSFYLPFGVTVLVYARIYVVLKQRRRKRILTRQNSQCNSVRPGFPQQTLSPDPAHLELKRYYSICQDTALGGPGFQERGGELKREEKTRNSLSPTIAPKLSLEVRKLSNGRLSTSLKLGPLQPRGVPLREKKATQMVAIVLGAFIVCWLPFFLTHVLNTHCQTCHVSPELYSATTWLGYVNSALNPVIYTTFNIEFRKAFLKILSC
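Agonist mode: compounds and dopamine controls were applied to plated cells for 90 min at 37 degrees C after an overnight attachment at 1500 cells/well. Luminescent read-out followed 30 - 60 minutes at room temperature with DiscoveRx detection reagent.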
HT1080NT lethal: qHTS for induction of synthetic lethality in tumor cells producing 2HG: qHTS for the HT-1080-NT fibrosarcoma cell line; Potency, µM (series often up to 46.1 µM), for the others: at the highest dose activity, negative = less viability, most hits filed as cytotoxic; HT-1080-NT fibrosarcoma viability, CellTiter-Glo ATP luminescence, 48 h; AID 686970, 2013; 360,000 tested, 1.6% active;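 also: NT is the 2HG producing partner of a matched IDH1 knockdown line; potency is read from the fitted curve at half-maximal effect; 0% = DMSO-treated cells and -100% = media-only wells without cells; nearly all actives have a fitted effect of over 55% in size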
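Toxicity toward the 2HG-producing NT line was scored as %Activity, normalised to DMSO and no-cell wells, from CellTiter-Glo luminescence after 48 hours' treatment.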
KB-V1 MDR tox: qHTS assay for MDR1-selective chemotherapeutics: Primary screen using the drug-selected MDR subline cells KB-V1 | KB-V1 MDR cells viability, CellTiter-Glo, 72 h | Potency, µM (titrated, usually from 46.1 µM), for the others: at the top dose activity change, negative = cytotoxicity, most hits filed as cytotoxic | 400,000 tested, 3.4% active | AID 1347076, 2019; also: potency is read from the fitted curve at half-maximal effect; % is scaled to controls: 0 for no effect and ±100 for the full control effect; nearly all actives have a fitted effect of over 60% in size
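In this primary screen, KB-V1 cells overexpressing P-gp are incubated with library compounds (lowest to highest concentration) for 72 h at 37 degrees C before a luminescent ATP viability read.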
HT1080 IDH1KD tx: qHTS for induction of synthetic lethality in tumor cells producing 2HG: qHTS for the HT-1080-IDH1KD cell line. HT-1080 IDH1 knockdown viability, ATP luminescence, 48 h. Potency, µM (doses to about 46.1 µM), without a hit: at the top dose activity, negative = toxicity, usual class: cytotoxic. 360,000 tested, 2% active. AID 686971, 2013;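 also: potency is read from the fitted curve at half-maximal effect; 0% = DMSO wells and -100% = cell-free medium wells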
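After a 2 h attachment period, IDH1KD HT-1080 cells took pin-transferred compound for 48 h at 37 °C; ATP-based luminescence after 10 min room-temperature reagent incubation reported viability.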
SW480 rereplic: A quantitative high throughput screen for small molecules that induce DNA re-replication in SW480 colon adenocarcinoma cells; 340,000 tested, 1.8% active; AID 624297, 2012; Potency, µM (series often up to 46.1 µM), inactives show at the highest dose re-replication activation, actives largely listed as activators; SW480 DNA re-replication, Hoechst DNA content imaging, 48 h; also: potency is read from the fitted curve at half-maximal effect; % of control where 0% means no effect; nearly all actives have a fitted effect of over 55% in size
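Treated cells incubate 48 hr (37 C, 5% CO2), are stained 40 min with Hoechst, and nuclear fluorescence is enumerated; a rise in nuclei with high DNA signal marks re-replication.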
HEK293 tox: qHTS of GLP-1 Receptor Inverse Agonists: Cytotox Screen; Potency, µM (highest dose often 38.3 µM), for the others: top-dose activity change, negative = inhibition, hits mostly inhibitors; HEK293 cAMP-luciferase reporter cells, luminescence, 24 h; AID 624418, 2012; 410,000 tested, 0.13% active;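 also: loss of luciferase light is scored as toxicity; potency is read from the fitted curve at half-maximal effect; % is scaled to controls: 0 for no effect and ±100 for the full control effect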
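A 23 nL compound transfer followed 12 hours of cell culture at 37 deg C; exposure then lasted 24 hr. Luciferase assay detection reagent was dispensed and plates read for luminescence after a 12 min room-temperature wait.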
KB-3-1 cytotox: qHTS assay for MDR1-selective chemotherapeutics: Primary screen using the parental adenocarcinoma cell KB-3-1; Potency, µM (doses to about 46.1 µM), without a hit: at the highest dose activity change, negative = cytotoxic, usual class: cytotoxic; KB-3-1 viability, CellTiter-Glo ATP luminescence, 72 h; 400,000 tested, 1.4% active; also: potency is read from the fitted curve at half-maximal effect; % is scaled to controls: 0 for no effect and ±100 for the full control effect; nearly all actives have a fitted effect of over 60% in size
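KB-3-1 parental drug-naive adenocarcinoma cells in DMEM/10% FBS, incubated 72 h at 37 C with pin-transferred compounds across a concentration series. Viability by CellTiter-Glo luminescence; concentration-response curves fitted after normalization.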
MCF10A rereplic: A quantitative high throughput screen for small molecules that induce DNA re-replication in MCF 10a normal breast cells | MCF 10A DNA re-replication, Hoechst nuclear intensity, 48 h | Potency, µM (series often up to 46.1 µM), inactives show at the highest dose activity, positive = re-replication, most hits filed as activators | 350,000 tested, 2.9% active | AID 624296, 2012; also: potency is read from the fitted curve at half-maximal effect; % of control where 0% means no effect; nearly all actives have a fitted effect of over 50% in size
IL-1B inflam inh: qHTS for Inhibitors of Inflammasome Signaling: IL-1-beta AlphaLISA Primary Screen | THP-1 LPS/ATP IL-1B secretion, AlphaLISA, 16 h; hits give low values | activity change, % at 57.5 µM | 360,000 tested, 4.7% active; in the data active = activity change below about -50%; inconclusive = mostly about -30% to -49%; also: % is scaled to controls: 0 for no effect and ±100 for the full control effect
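Secreted IL-1B measured by AlphaLISA bead assay after 16 h compound exposure of THP-1 cells; compounds (final up to 57.5 uM) added 1 h before LPS (250 ng/mL) and ATP (1.25 mM) stimulation; lower signal means less secretion.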
The depositor's hits bear a star; u = inconclusive; x = not tested or not shown; [ ] = another dose, or the depositor's remark. Unless noted, calls follow the shape of the dose curve; as a rule, active = well fitted curve in the direction sought with a large enough effect; inconclusive = small, poorly fitted or top-dose-only effect, or another doubt; inactive = no such curve, though single readings can be large; an effect the other way counts as inactive or inconclusive. No enrichment for hits. Share with any hit: about 11%.

Values in the order: SW480 rereplic | HEK293 tox | IL-1B inflam inh | DRD3 agonist | HT1080 IDH1KD tx | MCF10A rereplic | KB-V1 MDR tox | KB-3-1 cytotox | HT1080NT lethal
COc1ccc(CC(=O)NCc2ccc(Cl)cc2)cc1S(=O)(=O)N1CCOCC1
→ 3% | 0% | 18 | 11 | -11% | 10% | -8% | 0% | 3%
Cc1ccc(NC(=O)CN2C(=O)S/C(=C\c3cccn3-c3cccc(C(=O)O)c3)C2=O)c(C)c1
→ 9% | 11% | 3 | 0 | 11% | u | -9% | 16% | 5%
CN(Cc1ccccc1)C(=O)c1[nH]cnc1C(=O)Nc1ccon1
→ -41%[inhibitor] | 5% | 27 | -3 | 15% | -15% | u | 27% | 7%
O=C(Nc1ccc(-c2nc3cc(Cl)ccc3o2)cc1)C1CCCO1 (stereo unspecified)
→ 4% | -17% | -7 | 15 | -5% | u | 10µM* | -14% | -7%
COc1cc(OC)nc(Oc2ccccc2C(=O)Oc2ccc(Cl)cc2)n1
→ u | -21% | 3 | 3 | -19% | 18% | 0% | -22% | -5%
CC(NC(=O)c1cccnc1)C(=O)N1CCCCC1 (stereo unspecified)
→ -1% | 1% | 0 | 2 | 11% | -2% | 0% | 6% | 5%
CCC(C)c1ccc(NC(=O)C2CC2)cc1 (stereo unspecified)
→ -4% | -2% | -1 | -1 | 2% | -1% | 15% | 0% | 10%
COc1ccccc1CNC(=O)c1cc(C(C)=O)c[nH]1
→ -26% | -11% | 1 | -2 | 21% | 4% | 0% | -3% | 15%
COc1ccc(S(=O)(=O)Nc2nc3n(n2)C(c2ccc(Cl)cc2)CC(=O)N3)cc1 (stereo unspecified)
→ 0% | 16% | 2 | 2 | -1% | 1% | 4% | -1% | 3%
CC(=O)c1cccc(OCc2cc(C(=O)N(C)CCc3ccccn3)no2)c1
→ 14% | -3% | 16 | -1 | 0% | 0% | 0% | 0% | -4%
O=C1CNC(=O)/C1=C\N1CCCCC1
→ 4% | 10% | 13 | 7 | 10%[9.24 µM] | u | 2% | -4% | 6%
Cc1ccc(S(=O)(=O)N2CCN(C(=O)CSc3ncc(C(F)(F)F)cc3Cl)CC2)cc1
→ 13% | 4% | u | 0 | -24% | 1% | 0% | u | -22%
CCOC(=O)Cc1cnc(NC(=O)Cn2nnc(-c3ccc(OCC)cc3)n2)s1
→ -3% | -5% | -3 | 5 | 8% | -1% | -1% | -1% | 6%
COc1cccc(NC(=S)NCCN2CCOCC2)c1
→ -1% | 19% | 25 | -4 | -1% | 1% | -13% | 4% | -9%
Cc1ccc(-c2[nH]ncc2C(=O)c2ccc(Br)cc2)c(O)c1
→ 12% | -2% | -82* | 2 | u | -7% | 14% | 7% | u
Cc1c(OCC(=O)N2CCC(C(=O)O)CC2)ccc2c3c(c(=O)oc12)CCCC3
→ 5% | -3% | 28 | -4 | 6% | u | 0% | 0% | 2%
O=C(CSc1nc(-c2ccco2)cc(C(F)(F)F)n1)Nc1ccc(C(=O)N2CCCCC2)cc1
→ -11% | -7% | 7 | 1 | 0% | 7% | -5% | -2% | 0%
O=C(NOC(=O)c1ccccc1)c1ccccc1
→ 3% | 6% | 3 | 10 | -8% | -2% | 16% | -6% | -5%
O=S1(=O)CCC(S(=O)(=O)N2CCCCCC2)C1 (stereo unspecified)
→ 2% | -2% | -8 | 3 | 13% | u | -2% | 0% | 2%
Cc1nn(-c2ccc(F)cc2)c(Cl)c1/C=C/C(=O)N1CCNC(=O)C1
→ -26% | 1% | -14 | -2 | -1% | 1% | 0% | -3% | 16%
Cc1cc(F)ccc1NC(=O)c1ccc(NS(=O)(=O)c2cccs2)cc1
→ x | -2% | -1 | -3 | -5% | x | 10% | -9% | -2%
Cc1cccc(N(CC(=O)N2CCCC2)S(C)(=O)=O)c1
→ -2% | -1% | -5 | -5 | 2% | 1% | -4% | -19% | 1%
COc1cccc(Nc2nc(=O)[nH]nc2C)c1
→ 0% | -17% | 0 | 3 | -10% | 3% | 1% | 0% | 13%
CC1=C(C(=O)N2CCCC(C(=O)c3cccc(C(F)(F)F)c3)C2)OCCO1 (stereo unspecified)
→ -4% | -3% | 0 | 0 | -8% | -1% | 8% | -1% | 5%
CCCCN(C(=O)C(C)Oc1ccc(Cl)cc1)c1c(N)n(CCCC)c(=O)[nH]c1=O (stereo unspecified)
→ 4% | 21% | 8 | -4 | -6% | -1% | -25% | -2% | -5%
Cc1ccc(S(=O)(=O)N2CCCC(c3nc(-c4ccc(C)o4)no3)C2)cc1 (stereo unspecified)
→ 4% | u | -73* | 10 | -2% | 2% | -9% | -7% | -19%
COCCNC(=O)C(c1cccs1)N(C(=O)Cn1nnc2ccccc21)c1cccc(C(C)=O)c1 (stereo unspecified)
→ 3% | 1% | -5 | -4 | 12% | -2% | 5% | 1% | 12%
O=C(c1ccc(CNc2c(N3CCCC3)c(=O)c2=O)cc1)N1CC=C(c2ccccc2)CC1
→ -4% | -2% | -2 | -2 | 10% | 13% | 0% | -6% | -3%
Cc1ccc2oc(C(=O)N3CCN(c4cccc(C)n4)CC3)c(C)c2c1
→ -3% | -11% | 10 | 3 | -20% | u | 0% | 2% | -22%
Cc1cc(-c2nnc(SCC(=O)Nc3ccc(C(F)(F)F)cc3)n2C)no1
→ 10% | 1% | 32 | 11 | 4% | u | u | 3% | 11%
COCC(C)NC(=O)COc1nncc2ccccc12 (stereo unspecified)
→ 0% | -2% | 15 | 2 | 15% | -2% | -1% | -7% | -2%
CN(C)Cc1csc(Nc2ccc(C(F)(F)F)cn2)n1
→ x | 2% | -4 | -8 | -30% | x | 1% | 0% | u
c1cncc(CNc2ccc3c(c2)OCO3)c1
→ 4% | 2% | -8 | -13 | -3% | 19% | 0% | 2% | 1%
c1ccc(CNc2nc(N3CCN(Cc4ccccc4)CC3)nc3ccccc23)cc1
→ u | -28% | x | -30 | 21µM* | 7.3µM* | 23µM* | u | u
COc1ccc(-n2cc(CNCCCn3ccnc3)c(-c3ccccc3Cl)n2)cc1
→ u | -5% | 0 | -3 | -16% | u | 5% | -18% | -16%
C/C(N)=C(/C#N)C(=O)COC(=O)CC1CCCC1
→ -3% | -2% | 19 | 5 | 10% | -6% | 2% | 4% | 9%
Cc1cc(Nc2ccc(C)c(Cl)c2)n2nc(Cc3ccccc3)nc2n1
→ x | 6% | x | -2 | x | x | 0% | 0% | x
CCN(CC)C(=O)CSc1nnnn1-c1ccc(F)c(Cl)c1
→ -1% | -14% | -2 | -3 | 5% | -4% | 8% | 1% | 16%
CCCCNc1ccc(-c2nc(-c3ccccc3)no2)cc1[N+](=O)[O-]
→ x | 2% | x | 7 | x | x | -5% | 3% | x
COc1ccc(-n2c(SCC(=O)Nc3ccccc3)nc3c(c2=O)SCC3)cc1
→ -4% | -8% | -26 | 5 | -5% | 3% | 1% | -13% | -11%

Arranged by SMILES length (ascending): part of the list above
Values in the order: SW480 rereplic | HEK293 tox | IL-1B inflam inh | DRD3 agonist | HT1080 IDH1KD tx | MCF10A rereplic | KB-V1 MDR tox | KB-3-1 cytotox | HT1080NT lethal
CCN(CC)C(=O)CSc1nnnn1-c1ccc(F)c(Cl)c1
→ -1% | -14% | -2 | -3 | 5% | -4% | 8% | 1% | 16%
Cc1ccc2oc(C(=O)N3CCN(c4cccc(C)n4)CC3)c(C)c2c1
→ -3% | -11% | 10 | 3 | -20% | u | 0% | 2% | -22%
CC1=C(C(=O)N2CCCC(C(=O)c3cccc(C(F)(F)F)c3)C2)OCCO1 (stereo unspecified)
→ -4% | -3% | 0 | 0 | -8% | -1% | 8% | -1% | 5%

Further records.
Values in the order: SW480 rereplic | HEK293 tox | IL-1B inflam inh | DRD3 agonist | HT1080 IDH1KD tx | MCF10A rereplic | KB-V1 MDR tox | KB-3-1 cytotox | HT1080NT lethal
COc1cc(/C=N/N2CCN(C3c4ccccc4-c4ccccc43)CC2)cc(OC)c1OC
→ 5% | 1% | 1 | 4 | 15% | 5% | -22% | -1% | 10%
CN1OC[C@@H]2CN(C(=O)CCc3ccccc3)[C@H](c3ccc(-n4ccnc4)cc3)C[C@@H]21
→ x | -8% | -16 | 4 | 3% | x | 17% | 0% | 2%
COc1ccc(C(=O)NCc2ccc3c(c2)CCN3C(=O)c2ccc(F)cc2)cc1
→ x | -3% | x | 13 | x | x | -9% | -16% | x
Cc1[nH]n(-c2ncc(-c3ccc(Cl)cc3)s2)c(=O)c1C(c1ccc(Cl)cc1)C(C#N)C#N (stereo unspecified)
→ -2% | -23% | u | -2 | u | u | -8% | 3% | u
Fc1ccccc1C(c1nnnn1Cc1ccc2c(c1)OCO2)N1CCN(Cc2ccco2)CC1 (stereo unspecified)
→ -1% | -8% | -7 | -13 | 0% | -2% | -21% | -3% | -2%
Cc1ccc2cc(CCNC(=O)c3cccs3)c(=O)[nH]c2c1C
→ -1% | 3% | -20 | 6 | 8% | 9% | -28% | -8% | 11%
CC12CN(C(=O)c3cccc([N+](=O)[O-])c3)C3(C#N)CC1CCC23C (stereo unspecified)
→ -21% | 2% | -1 | -3 | 4% | -3% | -3% | 4% | 11%
CCCCC1=CC2=CC(=O)C(C)(OC(=O)CC)C(=O)C2=CN1CC(C)C (stereo unspecified)
→ -4% | 1% | 41 | -2 | 23% | 13% | -13% | 0% | 6%
CN(C)/C=C1\C=C(c2ccccc2)OC1=O
→ 18% | -6% | -1 | 1 | 3% | u | -4% | 0% | 14%
